Fluorescein fluor: qHTS Assay for Spectroscopic Profiling in Fluorescein Spectral Region. Compound autofluorescence, 480/540 nm, fluorescein-equivalent; active compounds read high. hit rate 0.91% among 59,000. max fluorescein-equivalent concentration, M; in the data active means max fluorescein-equivalent concentration above about 10 nM; inconclusive means between about 1.1 nM and that limit
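Tris 100 mM pH 8.0; 15 min RT; CCD read, ex 480/em 540 nm. Output: fluorescein-equivalent concentration per compound concentration, from six-point dye series on each plate.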
4MU fluor: qHTS Assay for Spectroscopic Profiling in 4-MU Spectral Region; hit rate 11% among 59,000; AID 589, 2007; compound autofluorescence, 340/450 nm, 4-MU equivalents; active compounds read high; max dye-equivalent concentration, M; in the data active means max dye-equivalent concentration above about 10 nM; inconclusive means mostly about 1.1 nM to 9.6 nM
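Compounds in 100 mM Tris, pH 8.0, sat 15 min at room temperature before fluorescence was read at 340 nm excitation/450 nm emission; a per-plate six-point 4-MU standard curve converted signals to dye-equivalent concentration at each compound concentration.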
ERK AVP block: qHTS Assay for Inhibitors of the ERK Signaling Pathway using a Homogeneous Screening Assay. HEK293-V1b, vasopressin-stimulated pERK AlphaScreen. Potency, µM (doses to about 57.5 µM), inactives show at the top dose activity, negative = inhibition, usual class: inhibitors. hit rate 0.99% among 72,000. AID 995, 2007; further: potency means the concentration at half of the fitted maximal effect; on the % scale 0 is the no-effect control and ±100 the full control effect; nearly all actives have a fitted effect of over 55% in size
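HEK293 cells stably expressing V1b receptor, preincubated 30 min at 37 °C with compound, then stimulated 5 min with 25 nM vasopressin. Phospho-ERK by AlphaScreen SureFire after 5 h RT; normalized to DMSO and vasopressin; AC50 by Hill fit.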
Luciferase inh: qHTS Assay for Inhibitors of Firefly Luciferase. AID 411, 2009. purified firefly luciferase, luminescence, 8 min. hit rate 2.2% among 72,000. Potency, µM (top dose mostly 57.1 µM), inactives show at the top dose activity change, negative = inhibition, hits mostly inhibitors. Luciferin 4-monooxygenase (Photinus pyralis), P08659; further: potency means the concentration at half of the fitted maximal effect; on the % scale 0 is the no-effect control and ±100 the full control effect; nearly all actives have a fitted effect of over 40% in size
Target sequence (P08659 whole entry, looked up): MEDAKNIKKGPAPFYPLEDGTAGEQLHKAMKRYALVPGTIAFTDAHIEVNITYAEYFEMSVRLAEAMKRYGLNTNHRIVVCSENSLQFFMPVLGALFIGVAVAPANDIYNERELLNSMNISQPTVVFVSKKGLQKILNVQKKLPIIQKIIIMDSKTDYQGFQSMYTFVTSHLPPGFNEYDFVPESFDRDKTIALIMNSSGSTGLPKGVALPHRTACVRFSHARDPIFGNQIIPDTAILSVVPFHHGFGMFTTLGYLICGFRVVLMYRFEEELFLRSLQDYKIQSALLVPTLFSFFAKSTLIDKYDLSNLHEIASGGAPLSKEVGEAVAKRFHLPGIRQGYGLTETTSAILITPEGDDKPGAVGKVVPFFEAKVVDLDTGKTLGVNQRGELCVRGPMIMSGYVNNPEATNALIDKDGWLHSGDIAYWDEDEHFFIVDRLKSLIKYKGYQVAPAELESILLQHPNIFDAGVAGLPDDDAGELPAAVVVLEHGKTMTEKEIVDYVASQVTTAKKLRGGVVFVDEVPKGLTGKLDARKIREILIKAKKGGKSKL
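Compounds were tested as concentration series (qHTS) against purified P. pyralis luciferase with luciferin and 10 uM ATP in 50 mM imidazole pH 7.2, 50 mM KCl, 7 mM MgCl2, 0.01% Tween 20, 0.05% BSA. Luminescence was read after 8 min at ambient temperature.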
Tau filament bind: qHTS Assay for Tau Filament Binding. Microtubule-associated protein tau (Homo sapiens), P10636. hit rate 2% among 71,000. AID 596, 2007. Potency, µM (titrated, usually from 57.1 µM), without a hit: at the top dose activity change, negative = inhibition. recombinant tau filaments, thioflavin S fluorescence, 15 h; filaments grown with octadecylsulfate alongside compound;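 further: potency means the concentration at half of the fitted maximal effect; on the % scale 0 is the no-effect control and ±100 the full control effect; actives lower thioflavin S fluorescence by blocking filaments or displacing dye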
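Read-out: ThS fluorescence, 450 nm excitation/510 nm emission; lower signal marks blocked filament formation or displaced dye. Tau at 1 uM with 30 uM ODS, 10 uM ThS, 5 mM DTT, 100 mM NaCl, 10 mM HEPES pH 7.4; 15 h, 37 C.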
HEK293 cAMP cs: qHTS Assay for Agonists of the Thyroid Stimulating Hormone Receptor: Activators of Intracellular cAMP Concentrations in Parental HEK 293; parental HEK293 CNG cAMP sensor, membrane potential fluorescence; Potency, µM (top dose mostly 57.1 µM), inactives show at the highest dose activation, usual class: activators; hit rate 2.5% among 73,000; AID 938, 2007; further: potency means the concentration at half of the fitted maximal effect; % of control where 0% means no effect; nearly all actives have a fitted effect of over 55% in size
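Parental HEK 293 cells stably expressing a modified CNG channel (no TSHR) report cAMP rise as membrane depolarization. Membrane potential dye with 100 uM RO 20-1724 was loaded for 60 min at room temperature, then compound added for 30 min; fluorescence read at 590 nm.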
Rhodamine fluor: qHTS Assay for Spectroscopic Profiling in Rhodamine Spectral Region | max dye-equivalent concentration, M | Rhodamine-region fluorescence, 547/598 nm, Tris buffer; active compounds read high | hit rate 0.05% among 59,000; in the data active means max dye-equivalent concentration above about 11 nM; inconclusive means between about 1.1 nM and that limit
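Compounds in 100 mM Tris buffer, pH 8.0, were incubated 15 min at room temperature, then read at 547 nm excitation and 598 nm emission. Fluorescence was normalized against a per-plate six-point rhodamine standard curve as dye-equivalent concentration.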
Texas Red fluor: qHTS Assay for Spectroscopic Profiling in Texas Red Spectral Region | Compound fluorescence, Texas Red channel, 547/618 nm; active compounds read high | max dye-equivalent concentration, M | hit rate 0.06% among 59,000; in the data active means max dye-equivalent concentration above about 10 nM; inconclusive means between about 1.1 nM and that limit
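Fluorescence at ex 547/em 618 nm, normalized against an on-plate Texas Red standard series to give dye-equivalent concentration per compound concentration. Buffer 100 mM Tris, pH 8.0; 15 min RT incubation before CCD imaging.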
A350 fluor: qHTS Assay for Spectroscopic Profiling in A350 Spectral Region. Compound autofluorescence, 340/450 nm, Alexa 350 dye-equivalents; active compounds read high. hit rate 11% among 59,000. max dye-equivalent concentration, M; in the data active means max dye-equivalent concentration above about 10 nM; inconclusive means mostly about 1.1 nM to 9.6 nM
Caspase-7 inhib: qHTS Assay for Allosteric/Competitive Inhibitors of Caspase-7; recombinant caspase-7, Ac-DEVD-AFC fluorescence rate; hit rate 0.02% among 75,000; P55210; Potency, µM (series often up to 57.5 µM), inactives show top-dose activity change, negative = inhibition, usual class: inhibitors; AID 889, 2007; active means well fitted inhibition curve with a large enough effect in the main read-out, with a control signal flat, not every such curve was filed as active; inconclusive means small, poorly fitted or top-dose-only effect, or a change in a side signal; further: potency means the concentration at half of the fitted maximal effect; % of control where 0% means no effect
Target sequence (P55210 24-198 limits assumed): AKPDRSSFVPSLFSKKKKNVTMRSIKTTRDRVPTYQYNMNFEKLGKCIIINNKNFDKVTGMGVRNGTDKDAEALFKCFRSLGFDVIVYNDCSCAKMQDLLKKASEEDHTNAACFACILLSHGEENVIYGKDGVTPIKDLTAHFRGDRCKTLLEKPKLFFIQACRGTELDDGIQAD
Target sequence (P55210 207-303 limits assumed): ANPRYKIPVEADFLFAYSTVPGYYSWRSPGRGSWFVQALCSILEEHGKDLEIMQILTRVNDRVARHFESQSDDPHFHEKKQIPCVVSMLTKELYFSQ
Caspase-1 inhib: qHTS Assay for Allosteric/Competitive Inhibitors of Caspase-1 | hit rate 0.03% among 75,000 | AID 900, 2007 | Potency, µM (titrated, usually from 57.5 µM), for inactives: at the top dose activity change, negative = inhibition, hits mostly inhibitors | P29466 | Caspase-1 enzyme, Ac-WEHD-AFC fluorogenic rate;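 further: potency means the concentration at half of the fitted maximal effect; plate controls were vehicle for no effect and no substrate for full effect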
The depositor's hits bear a star; i = inactive; u = inconclusive; x = no result given; & = joins results of further samples; [ ] = remark or other dose. Unless noted, the call rests on the fitted dose curve; in most records, active means well fitted curve in the direction sought with a large enough effect; inconclusive means small, poorly fitted or top-dose-only effect, or another doubt; inactive means no such curve, though single readings can be large; an effect the other way counts as inactive or inconclusive.

SMILES	Fluorescein fluor	4MU fluor	ERK AVP block	Luciferase inh	Tau filament bind	HEK293 cAMP cs	Rhodamine fluor	Texas Red fluor	A350 fluor	Caspase-7 inhib	Caspase-1 inhib
COc1ccc(N2CCN(c3cc(=O)n(Cc4ccc(F)cc4)c(=O)[nH]3)CC2)cc1	x	x	x	0%	6%	2%	x	x	x	-1%	-4%
Cn1cccc1Cc1nnc(SCC(=O)NCC2CCCO2)n1-c1ccc(F)cc1 (stereo not given)	x	x	1%	-1%	-11%	6%	x	x	x	-2%	0%
CCCS(=O)(=O)N1CCC(C(=O)NCc2ccccc2Cl)CC1	i	i	-1%	-7%	6%	11%	i	i	i	0%	2%
COC(=O)c1[nH]c2c(c1C)C(=O)CC(c1cccs1)C2 (stereo not given)	i	i	-29%	3%	20%	16%	i	i	i	0%	4%
COc1ccc(C(=O)c2ccc(N(C)C)cc2)c(OC)c1	i	u	11%	2%	-5%	u	i	i	u	-2%	-5%
CC(c1ccccc1F)n1cc(C(=O)NCCc2ccco2)nn1 (stereo not given)	u	u	17%	0%	2%	u	i	i	1.3e-08M*	-5%	-3%
CCOC(=O)c1csc(NC(=O)CSc2nnnn2-c2ccc(OC)cc2)n1	i	i	-18%	2%	178%	13%	i	i	i	1%	2%
CC(C)COC(=O)c1cc(=O)[nH]c2ccccc12	x	x	-17%	2%	-27%	22%	x	x	x	-2%	-3%
Cc1cccc(CNc2ccnc(-c3cccc(C#N)c3)n2)c1	u	i	-25%	-2%[2.29 µM]	28%	u	i	i	i	-9%	-8%
CC(=O)Nc1ccc(S(=O)(=O)N2CCSC2C(=O)O)cc1 (stereo not given)	i	u	7%	-1%	2%	23%	i	i	u	2%	0%
O=C(COc1ccc(-c2nnco2)cc1)N1CCN(S(=O)(=O)c2ccc3ccccc3c2)CC1	i	i	u	-2%	64%	33%	i	i	i	-1%	3%
O=C(O)c1ccc(Nc2ccnc3cc(Cl)ccc23)cc1O	i	i	15%[11.5 µM]	1%[11.4 µM]	14%[11.4 µM]	-11%[11.4 µM]	i	i	i	-1%[11.5 µM]	0%[11.5 µM]
COc1nc(C)ccc1-c1noc(-c2ccco2)n1	i	i	-26%	7.9µM*	-2%	7%	i	i	i	-2%	0%
CC1=Nn2c(nnc2-c2ccco2)SC1	u	i	-8%	5%	-10%	4%	i	i	i	2%	1%
CCSc1ccccc1C(=O)NCc1ccc2c(c1)OCO2	u	i	-3%	2%	-6%	7%	i	i	i	-1%	1%
Cc1ccc2nc(NC(=O)CN(C)S(=O)(=O)c3ccc(Br)s3)sc2c1	i	i	4µM*	-8%	-20%	8%	i	i	i	-4%	-2%
O=C(Nc1ccc(N2CCCC2)c(Cl)c1)c1ccco1	x	x	u	5µM*	4µM*	-6%[11.4 µM]	x	x	x	-24%	u
CCn1c(=O)c(C)nn2c3ccccc3nc12	i	i	-23%	-1%	-5%	4%	i	i	u	0%	-1%
CNC(=O)CN(c1ccc(C(C)C)cc1)S(C)(=O)=O	x	x	-4%	-5%	5%	-1%	x	x	x	2%	0%
N[C@H](C(=O)O)c1cc(O)cc(O)c1	u	i	-9%&-8%	1%&-2%&0%	u	u	i	u	i	2%&-4%	4%&2%
COc1ccc2nc(SCC(=O)NC(C)(C)C)[nH]c2c1	u	i	-14%	0%	-7%	20%	i	i	i	0%	2%
C=CCN1C(=Nc2cccnc2)SCC1(O)c1ccc(C)cc1 (stereo not given)	i	i	u	-8%	10%	u	i	i	i	-2%	-3%
CSc1ncccc1C(=O)OCC(=O)c1cc2ccccc2o1	i	i	5%	4%	-4%	9%	i	i	i	-2%	-4%
Cn1cccc1C(=O)N1CCC2(CC1)CN(c1cccc(-c3ccccc3)c1)C2	u	i	-30%	0%[11.4 µM]	-8%	8%	i	i	i	-5%	-5%
C=C(C)CSc1nnc(-c2cccc(Cl)c2)n1N	i	u	7%	-2%	-6%	12%	i	i	u	0%	0%
CN(C)S(=O)(=O)Nc1ccccn1	i	i	-7%[11.5 µM]	1%[11.4 µM]	1%[11.4 µM]	u	i	i	i	0%[11.5 µM]	1%[11.5 µM]
CCn1c2ccccc2c2nnc(SCC(=O)OCN3C(=O)c4ccccc4C3=O)nc21	x	x	-16%	-1%	-10%[11.4 µM]	-6%[11.4 µM]	x	x	x	0%	-1%
COc1ccc(N(C(=O)Cn2nnc3ccccc32)C(C(=O)NCc2ccco2)c2cccnc2)cc1 (stereo not given)	i	i	-7%	3%	87%	5%	i	i	i	0%	-2%
O=C(NCCCN1CCN(c2ccccc2F)CC1)C1CCN(S(=O)(=O)c2cccs2)CC1	i	i	-20%	2%	-7%	14%	i	i	i	-1%	-1%
NC(=O)CSC1=Nc2ccccc2C2=NC(CCC(=O)NCc3ccc(F)cc3)C(=O)N12 (stereo not given)	i	4.6e-07M*	15%	2%	4%	2%	i	i	4.2e-07M*	0%	1%
O=C(c1ccccc1)c1ccc(OCC(O)CN2CCCCC2)cc1 (stereo not given)	i	i	-5%	-2%	6%	3%	i	i	i	-1%	0%
CCS(=O)(=O)c1ccc(O)c(NC(=O)c2cc(OC)c(OC)c(OC)c2)c1	x	x	-22%	5%	-3%	-13%	x	x	x	-1%	-3%
CN(C)c1ccc(C2NCCS2)cc1 (stereo not given)	i	i	4%	-4%	-18%	21%	i	i	u	2%	4%
Fc1ccc(Nc2ccnc(-c3ccccc3C(F)(F)F)n2)cc1	i	i	-12%	0%[2.29 µM]	-10%	0%	i	i	i	-4%	-1%
CC(NC(=O)c1ccccc1Cl)C(=O)O (stereo not given)	x	x	1%	0%	2%[11.4 µM]	2%[11.4 µM]	x	x	x	1%	-1%
CO[C@H]1COC(=O)[C@@H](Cc2ccccc2)NC(=O)[C@@H](C)COC(=O)C/C=C\[C@@H]1C	x	x	11%[11.5 µM]	-2%[11.4 µM]	x	2%[11.4 µM]	x	x	x	-1%[11.5 µM]	-3%[11.5 µM]
O=C(c1ccccc1Cl)N1CCC(c2nc3c(nnn3Cc3ccco3)c(=O)[nH]2)CC1	x	x	u	1%	30%	-4%	x	x	x	-6%	-4%
CCCN1CCN(C(=O)Cn2c(=O)oc3cc(S(=O)(=O)NCc4ccccc4)ccc32)CC1	x	x	1%	3%	55%	3%	x	x	x	-1%	-3%
COCCCn1c(SCC(=O)N(C)C)nnc1-c1ccccc1	i	i	1%	2%	9%	0%	i	i	i	-2%	1%
Cc1cccc(NC(=O)Cn2cccc2)c1	u	i	-12%	-3%	6%	-1%	i	i	i	2%	-2%
Cc1cc(C)c2c(=O)[nH]c(SCC(=O)N3CCCCC3)nc2n1	x	x	25%	0%	7%[11.4 µM]	10%[11.4 µM]	x	x	x	-1%	0%
COC(=O)c1ccc(NC(=O)CN(C)S(=O)(=O)c2ccc(OC)c(C)c2)cc1	i	i	-16%	2%	18%	6%	i	i	i	-2%	0%
COc1ccc2cnn(Cc3ccccc3)c(=O)c2c1OC	u	i	-5%	3%	8%	4%	i	u	u	0%	-1%
O=c1c(-c2ccc(Cl)cc2)nc2cncnc2n1Cc1ccccc1Cl	i	i	-16%	1%[11.4 µM]	4%	11%	i	i	i	-12%	-10%
CNS(=O)(=O)c1cccc(C(=O)OC2CCCCC2=O)c1 (stereo not given)	u	i	-8%	2%	10%	15%	i	i	i	-2%	1%
COc1ccc(C(=O)Nc2ccncc2)cc1OC	x	x	-5%	-5%	-2%	-1%	x	x	x	0%	-1%
Cc1cc(C)n(-c2nc3ccccc3nc2N2CCN(C(=O)c3ccccc3)CC2)n1	i	1.2e-08M*	3%	-2%	-9%	21%	i	i	1.1e-08M*	-10%	-8%
CCN(CC)S(=O)(=O)c1ccc(N2CCCC2)c(C(=O)OCC(=O)/C(C#N)=C(\C)N)c1	i	i	-20%	-2%	13%	15%	i	i	i	-13%	-4%
COc1ccc(CCN2CNc3c(c(=O)n(C)c(=O)n3C)C2)cc1OC	i	u	12%	1%	5%	2%	i	i	u	-1%	-3%
CCOC(=O)C1CCCN(C(=O)c2cc3c(C)nc4ccccc4c3o2)C1 (stereo not given)	i	1.3e-08M*	-15%	2%	21%	12%	i	i	1.4e-08M*	0%	1%
CNC(=O)NC(=O)COC(=O)CCCOc1ccc(OC)cc1	i	i	-18%	1%	-11%	8%	i	i	i	x	-2%
CCC(C(=O)NC1CCCCC1)N(CC1CCCO1)C(=O)CNS(=O)(=O)c1ccc(OC)cc1 (stereo not given)	u	i	-13%	0%	0%	18%	i	u	u	0%	2%

A portion of the library; count on the stated rates, not on these rows.
